# Screens deposited in PubChem BioAssay by several laboratories.
# Wee1 degr inh: blocks degradation of human Wee1 kinase; P30291; HeLa Luc-Wee1K328M stability, luciferase luminescence; 100% = proteasome inhibitor MG132 effect; reporter increase, % at 5 µM; 220,000 tested, 1.2% active; AID 1321;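 active means activation above the mean of all tested compounds plus 3 SD, set per screening run, cut at about 8.8% in these data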;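 further: cells exposed to compound for 20 h before luminescence read; 0% = DMSO alone and 100% = MG132 at 30 µM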
# KLK5 inh: blocks human kallikrein 5 protease activity; recombinant hK5, fluorogenic AMC substrate cleavage; 210,000 tested, 0.59% active; inhibition, % at 5 µM; Q9Y337; AID 873;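 active means inhibition of 40% or more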;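 further: 0% = enzyme controls without compound and 100% = no-enzyme blanks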
# MDM2 E3 inh: inhibitors of human Mdm2 E3 ubiquitin ligase; signal enhancement, % at 5 µM; AID 1230; cell-based MDM2 ubiquitination luciferase reporter, 2 h; 0 = plate control, 100 = twice control, blank-subtracted; Q00987; 210,000 tested, 0.11% active;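 active means signal enhancement of 30% or more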;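 further: luminescence tracks abundance of the self-degrading MDM2-luciferase fusion protein; higher signal means inhibition of MDM2 E3 ligase activity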
#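 Test system: stable mammalian line carrying autodegrading MDM2–luciferase fusion reporter; quantity: 2000 cells in each well; times: 4 h cell settling then 2 h compound exposure, 37 °C; detection: luminescence with SteadyLite reagent, 15 min at room temperature; evaluation: percent signal gain over controls, blank-subtracted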
# FXIIa inh 1536: inhibitors of human coagulation factor XIIa. P00748. purified FXIIa, Boc-QGR-AMC fluorogenic substrate, 2 h. inhibition, % at 5 µM. 220,000 tested, 0.3% active. AID 800; in the data active means inhibition above about 40%;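 further: 0% = enzyme with no compound and 100% = blank without enzyme; many of its hits are not listed in these tables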
# eIF4E 4G PPI: inhibitors of eIF4E and eIF4G interaction in translation initiation. P63073+Q04637. TR-FRET eIF4E-eIF4GI(517-606) binding, 2 h. inhibition, % at 21.7 µM. 220,000 tested, 0.37% active. AID 782;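 active means inhibition above about 30%, limit read from the data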;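 further: 0% = full FRET control wells and 100% = background wells lacking eIF4GI fragment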
# p97 inhibitor: human p97 ATPase inhibition; 220,000 tested, 0.42% active; recombinant p97 ATPase, Kinase-Glo ATP luminescence, 3 h; inhibition, % at 8 µM; AID 1481; in the data active means inhibition above about 15%;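 further: 0% = DMSO vehicle and 100% = wells lacking enzyme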
# Target sequence (P55072 whole entry, looked up): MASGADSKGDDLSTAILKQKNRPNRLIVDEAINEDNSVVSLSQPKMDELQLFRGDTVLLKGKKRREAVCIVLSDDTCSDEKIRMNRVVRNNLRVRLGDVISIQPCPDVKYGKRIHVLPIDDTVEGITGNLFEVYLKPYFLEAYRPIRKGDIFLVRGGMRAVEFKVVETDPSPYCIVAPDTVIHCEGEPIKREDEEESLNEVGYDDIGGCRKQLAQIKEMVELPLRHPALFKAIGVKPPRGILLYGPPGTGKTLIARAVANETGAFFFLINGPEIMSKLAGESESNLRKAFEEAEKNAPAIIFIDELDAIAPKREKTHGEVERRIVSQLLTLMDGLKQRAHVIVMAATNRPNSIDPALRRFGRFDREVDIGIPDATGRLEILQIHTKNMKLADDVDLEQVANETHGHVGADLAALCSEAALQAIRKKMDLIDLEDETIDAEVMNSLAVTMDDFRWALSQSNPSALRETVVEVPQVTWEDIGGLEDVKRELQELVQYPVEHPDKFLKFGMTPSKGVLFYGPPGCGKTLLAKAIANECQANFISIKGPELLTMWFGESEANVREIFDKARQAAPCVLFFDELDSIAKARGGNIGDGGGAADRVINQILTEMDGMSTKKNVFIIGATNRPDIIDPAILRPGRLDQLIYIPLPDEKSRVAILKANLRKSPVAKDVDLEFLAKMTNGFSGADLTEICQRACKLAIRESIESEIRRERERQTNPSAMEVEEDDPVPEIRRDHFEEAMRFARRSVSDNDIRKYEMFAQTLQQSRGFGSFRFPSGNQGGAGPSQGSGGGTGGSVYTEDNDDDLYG
# Rad51 HR inh: Rad51 (human) homologous recombination inhibition. Q06609. hRad51 DNA strand exchange, fluorescence dequenching. inhibition, % at 10 µM. 200,000 tested, 0.085% active;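 active means inhibition above 40% at the single screening dose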;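 further: 0% = DMSO control wells and 100% = blanks with heterologous ssDNA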
#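 System: hRad51 filaments on single-stranded DNA; reagent: Fluorescein- and BHQ1-tagged 47-mer duplex; compound dosing: one concentration, 10 µM final; timing: filaments 15 min 37 °C, then compound 30 min; measured by: fluorescein emission 520 nm, excitation 485 nm; benchmarks: per-plate controls and blanks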
# 14-3-3 Bad inh: disrupts binding of bovine 14-3-3 zeta to phospho-Bad peptide | P63103 | TR-FRET 14-3-3zeta/Dy647-pBad peptide displacement, 1 h | inhibition, % at 21.7 µM | 220,000 tested, 0.71% active | AID 781;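 active means inhibition above about 70%, limit read from the data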;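 further: 0% = full 14-3-3 plus peptide FRET controls and 100% = background without 14-3-3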
# Target sequence (P63103 whole entry, looked up): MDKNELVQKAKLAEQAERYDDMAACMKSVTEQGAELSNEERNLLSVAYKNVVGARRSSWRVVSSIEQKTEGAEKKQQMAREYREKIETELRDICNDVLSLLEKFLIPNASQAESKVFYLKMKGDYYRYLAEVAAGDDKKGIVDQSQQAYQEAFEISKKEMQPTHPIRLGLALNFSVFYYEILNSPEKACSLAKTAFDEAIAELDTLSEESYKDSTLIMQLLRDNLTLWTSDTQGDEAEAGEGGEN
# FXIa inh: blocks human coagulation factor XIa protease activity; P03951; AID 798; purified FXIa, Boc-Glu-Ala-Arg-AMC fluorogenic substrate; inhibition, % at 5 µM; 220,000 tested, 0.14% active;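 active means inhibition of at least 40%; inactive means inhibition below 40%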;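 further: fluorescence of freed AMC excited at 355 nm; 0% = enzyme without compound and 100% = no enzyme blank; many of its hits are not listed in these tables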
# The depositor's hits bear a star; . = no result given; [ ] = another dose, or the depositor's remark.
SMILES,Wee1 degr inh,KLK5 inh,MDM2 E3 inh,FXIIa inh 1536,eIF4E 4G PPI,p97 inhibitor,Rad51 HR inh,14-3-3 Bad inh,FXIa inh
Cc1ccccc1NC(=O)NCCCN1CCN(C2CCCCC2)CC1,0,6,0,-19,0,3,10,11,-14
CCCC(C)NC(=O)CSCc1ccc(OC)cc1 (configuration not stated),1,-7,-14,6,4,1,18,-10,-3
CC(Oc1cccc(F)c1)c1ccnc2nc(/N=C/N(C)C)nn12 (configuration not stated),-1,-12,7,3,1,0,9,15,-4
CC1=NN(c2nc(-c3ccc(C)cc3)cs2)C(=O)C1N=Nc1ccc2ccccc2c1 (configuration not stated),-1,-39,-11,10,-17,3,3,-11,8
COC(=O)CC1SC(=O)NC1=Nc1ccc(OC)cc1 (configuration not stated),-1,-9,.,4,9,-3,0,-16,-6
COc1ccccc1CNC(=O)C1CCC(CNc2c(N3CCOCC3)c(=O)c2=O)CC1 (configuration not stated),-1,-8,-31,18,1,3,-4,4[fluorescence artefact?],6
O=C1CS/C(=N/N=C\c2ccn[nH]2)N1,0,5,-19,13,3,6,4,2,3
COc1ccccc1-c1nc(C#N)c(N2CCC(Cc3ccccc3)CC2)o1,1,-13,-10,15,0,-8,-5,-1[fluorescence artefact?],2
COc1cccc(OC)c1CC1SC(=O)NC1=O (configuration not stated),0,9,-4,7,2,5,10,-9,-2
COC(=O)CNC(=O)c1c(C)cc(=O)oc1C,0,-37,-11,-8,-10,2,4,-17,-12
Nc1nc(Nc2ccc(Cl)cc2)nc(NCc2ccco2)c1[N+](=O)[O-],-2,3,-7,7,-1,7,10,2,2
O=[N+]([O-])c1ccc(/C=N/NC(=S)Nc2ccccc2C(F)(F)F)o1,3,-5,-13,22,-2[fluorescence artefact?],-3,1,-7,12
NC(=O)CSc1nnc(-c2ccc(S(=O)(=O)N3CCCC3)cc2)n1Cc1ccco1,-1,-17,-19,12,2,-5,0,1,0
O=C(CN1c2ccccc2Sc2ccccc21)NNC(=S)Nc1ccc(Cl)cc1Cl,0,-249,-2,5,-4[fluorescence artefact?],4,.,0[fluorescence artefact?],3
COc1ccc2[nH]c3nc(SCc4nnc(-c5ccccc5)o4)nnc3c2c1,-1,-9,-29,22,-1,4,-1,74*,16
CC(C)(C)c1ccc(C(=O)NN2C(=O)CSC2=S)cc1,11*,-9,1,8,0,2,-9,-6,2
COc1ccccc1NC(=O)Nc1c(C)nn(C)c1C,-1,6,-7,14,3,-1,-8,-2,6
COc1cccc(OC)c1OCCCOc1c(OC)cccc1OC,-1,3,2,11,1,-6,-1,2,-2
Cc1cc(C(=O)COC(=O)CNS(=O)(=O)c2ccc3ccccc3c2)c(C)n1-c1ccccc1,4,-4,-4,4,5,0,3,-4,4
CCOC(=O)C(C)c1ccc2cc(OC)ccc2c1 (configuration not stated),0,-8,-21,7,1,-4,2,-10,-4
O=C(Cc1cccs1)NCc1ccncc1,0,-4,-1,16,1,4,.,9,3
CCCC(=O)OCCNc1cc(SCCC(=O)OC)c2nonc2c1[N+](=O)[O-],1,4,-16,12,1,8,0,-1,1
Cc1cc(NC(=O)Cc2ccccc2)c2ccccc2n1,0,-8,-39,0,-6,1,1,-5,-5
CCOC(=O)N1CCN(C(=O)c2nn(-c3cc(OC)cc(OC)c3)c(=O)c3ccccc23)CC1,3,-11,-12,18,-7[fluorescence artefact?],1,.,3,5
COc1cccc(-n2c(SCC(N)=O)nnc2-c2c[nH]c3ccccc23)c1,2,21,-13,18,6[fluorescence artefact?],-4,6,9,19

# Full records from above. Order of values: Wee1 degr inh, KLK5 inh, MDM2 E3 inh, FXIIa inh 1536, eIF4E 4G PPI, p97 inhibitor, Rad51 HR inh, 14-3-3 Bad inh, FXIa inh
# Nc1nc(Nc2ccc(Cl)cc2)nc(NCc2ccco2)c1[N+](=O)[O-] in the list: -2, 3, -7, 7, -1, 7, 10, 2, 2
# CCOC(=O)C(C)c1ccc2cc(OC)ccc2c1 (configuration not stated) in the list: 0, -8, -21, 7, 1, -4, 2, -10, -4

# As entered above.
# O=C(Cc1cccs1)NCc1ccncc1 in FXIa inh reads 3
# NC(=O)CSc1nnc(-c2ccc(S(=O)(=O)N3CCCC3)cc2)n1Cc1ccco1 in 14-3-3 Bad inh reads 1

# Later entries:
SMILES,Wee1 degr inh,KLK5 inh,MDM2 E3 inh,FXIIa inh 1536,eIF4E 4G PPI,p97 inhibitor,Rad51 HR inh,14-3-3 Bad inh,FXIa inh
CCOC(=O)c1nnn2c1nc(Nc1cccc(C(F)(F)F)c1)c1ccccc12,1,1,-2,1,-3,4,12,8,-3
Nc1cnc(Br)cc1Br,2,-11,9,6,-5,-1,23,7,-6
O=C(C1=C[C@H](c2ccc3c(c2)OCO3)C[C@H](OCCCCO)O1)N1CCOCC1,1,-2,.,5,4,8,-2,3,0
Cc1ccccc1NC(=S)N(C)CCc1ccccn1,-1,-3,-9,7,5[fluorescence artefact?],11,0,-5,1
COC(=O)CSc1nc(N)c(NC(=O)c2ccc(OC)c(OC)c2)c(=O)[nH]1,4,-1,-20,14,-6,-1,0,-1,8
Cc1cc(S(=O)(=O)N2CCN(Cc3ccc4c(c3)OCO4)CC2)cc(C)c1N1CCCC1=O,-2,-8,-14,7,-3,3,-2,11,6
CCOn1c(=O)c(C)[n+]([O-])c2ccccc21,2,-5,-16,8,-2[fluorescence artefact?],2,14,-2,1
COc1cc(CCC(=O)OCC(=O)NCc2ccc(Cl)cc2)cc(OC)c1OC,2,0,-12,8,0,3,7,-5,-2
O=C(N1CCN(c2ccccc2)CC1)C(F)(F)C(F)(F)F,-1,-27,-11,6,1,3,7,-19,-5
Cc1cc(C(=O)CSc2nn(-c3ccccc3)c(=S)s2)c(C)n1Cc1ccco1,-4,-14,-26,14,-11,3,1,-9[fluorescence artefact?],-1
CC1(C(=O)NC23CC4CC(CC(C4)C2)C3)CC1(Cl)Cl (configuration not stated),1,-7,-1,13,0,-1,1,7,-4
COc1ccc(/C=C2\CCCc3c2nc2ccc(C)cc2c3C(=O)O)cc1O,2,-6,-8,3,-4,-4,7,13,-3
CN(NC(=O)c1ccccc1F)c1ccc([N+](=O)[O-])cn1,-1,3,-9,8,1,12,.,2,4
CCCOC(=O)c1ccc(Cl)c(NC(=O)c2ccc(-c3ccccc3)cc2)c1,-1,-2,6,5,-8[fluorescence artefact?],2,.,7[fluorescence artefact?],-6
O=C(c1ccco1)N1CCN(S(=O)(=O)c2ccc(S(=O)(=O)NC3CC3)cc2)CC1,1,-4,-25,9,1,5,-6,-7,-2
COc1ccc(C2=C/C(=C\c3cccc(OC(C)=O)c3)C(=O)O2)cc1,-2,-22,-6,5,-5,2,-12,-14,-4
CCCCCC1CC(CC(=O)Nc2ccc([N+](=O)[O-])cc2)OC1=O (configuration not stated),0,-7,-8,-1,0,-2,7,3,-3
Cc1cc(C)c(NC(=O)CSc2nnc(-c3ccco3)n2N)c(C)c1,1,-17,-1,-7,-12[fluorescence artefact?],7,-2,6,-11
Cc1nc2nc(-c3ccccc3)[nH]n2c(=O)c1C,4,-8,-8,10,4,6,0,2,2
Nc1nc(SCC(=O)Nc2ccccc2Sc2ccccc2)n[nH]1,1,0,-20,11,4,2,2,-3,-2
CCOC(=O)C1=C(CSc2nc(CC)c(C)cc2C#N)OC(N)=C(C#N)C1c1ccccc1 (configuration not stated),3,-27,-20,-3,-2,-5,3,-1,-10
c1csc(C(c2nnnn2C2CCCCC2)N2CCCC3(CCCCC3)C2)c1 (configuration not stated),1,-12,.,16,2,4,.,-4,7
COc1ccc(N2C(=O)CC(c3cc(OC)c(OC)c(OC)c3)CC2=O)cc1,5,-1,4,8,3,2,-2,-3,0
COc1cccc(/C=C/C(=O)Nc2ccc3c(c2)OCCO3)c1OC,5,-3,-47,8,0,-7,1,8,2
O=C(CCCn1cnc([N+](=O)[O-])n1)Nc1cccc(Cl)c1Cl,-3,-20,1,-2,-4,6,8,-1[fluorescence artefact?],-6

# Structures from the list above with a thiophene ring, fused or not:
SMILES,Wee1 degr inh,KLK5 inh,MDM2 E3 inh,FXIIa inh 1536,eIF4E 4G PPI,p97 inhibitor,Rad51 HR inh,14-3-3 Bad inh,FXIa inh
O=C(Cc1cccs1)NCc1ccncc1,0,-4,-1,16,1,4,.,9,3
c1csc(C(c2nnnn2C2CCCCC2)N2CCCC3(CCCCC3)C2)c1 (configuration not stated),1,-12,.,16,2,4,.,-4,7

# More structures
SMILES,Wee1 degr inh,KLK5 inh,MDM2 E3 inh,FXIIa inh 1536,eIF4E 4G PPI,p97 inhibitor,Rad51 HR inh,14-3-3 Bad inh,FXIa inh
CSCCC(NC(=O)c1ccccc1)C(=O)Nc1ccc(C)cc1 (configuration not stated),-2,8,-5,8,-1,-7,.,26,1
COc1cc(NC(=S)NN2CCN(C)CC2)cc(OC)c1OC,-4,-23,-5,-3,0,-2,4,5,-2
Cc1c(NC(=O)CSc2ccc3c(c2)OCCO3)c(=O)n(-c2ccccc2)n1C,1,5,14,12,-4[fluorescence artefact?],0,-3,-2,7
CCOC(=O)C1CCN(S(=O)(=O)c2cc(F)ccc2OC)CC1,0,-5,-43,6,4,1,-4,-7,-2
Cc1cc(Sc2nnc(N)s2)c2ccccc2n1,0,-8,-13,6,2,-2,-5,0,3
CCn1c(N2CCN(CC(=O)c3c(C)n(C)c4ccccc34)CC2)nc2c1c(=O)[nH]c(=O)n2C,-4,-8,-8,11,7[fluorescence artefact?],4,12,1[fluorescence artefact?],-6
CCC1CCCCN1S(=O)(=O)c1ccccc1[N+](=O)[O-] (configuration not stated),-1,2,3,9,0,1,7,-23,1
CCCCCC(=O)Nc1cccc(C2=NOC3(C2)C[C@@H](C(N)=O)N(C(=O)c2cc([N+](=O)[O-])cc([N+](=O)[O-])c2)C3)c1 (some centres not stated),.,0,19,6,2,.,-1,-3,0
Cc1ccc(N/N=C(\C#N)C(=N)N2CCOCC2)cc1,1,-15,3,18,-4,3,8,-28,8
N#CC1=C(SCc2ccccc2Cl)NC(=O)C(C(N)=O)C1 (configuration not stated),1,-22,-7,4,4,-4,1,15,1
CCCCn1c(SCC2CCCCO2)nc2cc(S(N)(=O)=O)ccc21 (configuration not stated),-3,-8,3,12,3,-6,-9,5,-1
COc1ccc(C2=CC(c3c(C)nn(-c4ccccc4)c3Cl)n3nnnc3N2)cc1OC (configuration not stated),-4,-11,7,17,3,6,-14,2,5
CSC(=S)NCc1cccnc1,-3,-5,-14,0,5,3,3,7,-6
CCn1c(/C(C#N)=C(\O)CCc2ccccc2)nc2ccccc21,-3,-6,-9,18,0,5,5,6,7
CCOc1ccc(Cn2c(C)nc([N+](=O)[O-])c2SCC(O)CCl)cc1[N+](=O)[O-] (configuration not stated),-1,-3,-4,18,13,-3,6,1,-4
COC(=O)CCCNS(=O)(=O)c1ccc2ccccc2c1,2,-4,-8,15,0,-1,-4,-8,6
C[C@@H]1NC(=O)c2cc([N+](=O)[O-])cc(I)c2NCCCC[C@@H](C(N)=O)NC(=O)[C@H](CCC(=O)O)NC1=O,-2,-16,.,13,0[fluorescence artefact?],7,8,-2[fluorescence artefact?],5
CCOCC(=O)Nc1ccc([N+](=O)[O-])cc1Cl,3,-2,12,7,3,1,5,-9,-4
